ZTA DNA inh = counter-screen for EBNA-1 inhibitors: inhibitors of Epstein-Barr virus ZTA; P03206; 0.15% of 320,000 active; AID 2234; ZTA-DNA binding, fluorescence polarization; inhibition, % at 11 µM; in the data active means inhibition above about 33%
EBNA-1 inh = EBNA-1 DNA-binding inhibitors, primary screen, biochemical, fluorescence polarization. inhibition, % at 14.8 µM. 0.34% of 300,000 active; in the data active means inhibition above about 28%
PAFAH1B3 inh = PAFAH1B3 enzyme inhibitors, primary screen, biochemical, fluorescence polarization, human; recombinant PAFAH1B3, FP-rhodamine probe; inhibition, % at 3.39 µM; 0.28% of 340,000 active;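 active means inhibition above the screen-wide average of all tested compounds plus 3 SD, cut at about 25% in these data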;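 further: 0% = enzyme with DMSO only and 100% = wells lacking PAFAH1B3 protein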
LYPLA1 inh = LYPLA1 inhibitors, primary screen, counter-screen for PME1 inhibitor project, biochemical, fluorescence polarization, FP-Rh probe ABPP. Acyl-protein thioesterase 1 (Homo sapiens), O75608. recombinant LYPLA1. inhibition, % at 5.9 µM. 0.16% of 320,000 active;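 active means inhibition above the mean of all tested compounds plus 3 SD, set per campaign, cut at about 14% in these data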;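 further: inhibitors block serine hydrolase probe labeling of LYPLA1 so polarization falls; 0% = enzyme with DMSO and 100% = wells lacking LYPLA1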
PAD4 inh = human PAD4 inhibitors, primary screen, biochemical, fluorescence polarization, 1536-well format; Protein-arginine deiminase type-4 (Homo sapiens), Q9UM07; recombinant PAD4, RCA probe fluorescence polarization; inhibition, % at 6.36 µM; 0.41% of 330,000 active;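 active means percent inhibition above a cutoff equal to the mean of all tested compounds plus 3 SD, cut at about 15% in these data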;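 further: 0% = PAD4 with RCA probe and DMSO and 100% = probe without PAD4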
Target sequence (Q9UM07 whole entry, looked up): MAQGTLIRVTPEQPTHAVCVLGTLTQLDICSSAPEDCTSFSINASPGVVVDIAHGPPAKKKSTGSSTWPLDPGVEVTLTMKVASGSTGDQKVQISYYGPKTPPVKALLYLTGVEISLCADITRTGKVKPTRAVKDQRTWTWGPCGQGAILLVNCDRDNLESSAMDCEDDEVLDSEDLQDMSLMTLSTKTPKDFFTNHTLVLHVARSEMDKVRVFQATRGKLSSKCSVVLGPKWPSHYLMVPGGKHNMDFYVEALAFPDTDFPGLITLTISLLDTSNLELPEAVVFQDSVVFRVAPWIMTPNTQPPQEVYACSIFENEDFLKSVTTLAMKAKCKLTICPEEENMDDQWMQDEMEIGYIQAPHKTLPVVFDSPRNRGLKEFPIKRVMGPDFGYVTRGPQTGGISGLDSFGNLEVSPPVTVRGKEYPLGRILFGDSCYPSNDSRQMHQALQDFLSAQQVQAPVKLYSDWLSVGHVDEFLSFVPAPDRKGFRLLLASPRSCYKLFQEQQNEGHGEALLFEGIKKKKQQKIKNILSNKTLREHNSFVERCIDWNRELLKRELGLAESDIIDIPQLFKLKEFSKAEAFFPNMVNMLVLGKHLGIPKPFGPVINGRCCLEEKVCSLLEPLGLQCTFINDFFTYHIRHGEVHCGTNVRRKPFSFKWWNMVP
PREPL inh = PREPL enzyme inhibitors, primary screen, biochemical, fluorescence polarization; recombinant PREPL, fluorescence polarization activity-based probe; inhibition, % at 5.96 µM; 0.68% of 320,000 active; AID 2751, 2010; in the data active means inhibition above about 43%;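 further: 0% = enzyme with DMSO and 100% = wells lacking enzyme; many of its hits are not listed in these tables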
PAFAH2 FP inh = PAFAH2 enzyme inhibitors, primary screen, biochemical, fluorescence polarization, human; recombinant PAFAH2, FP-rhodamine activity probe; inhibition, % at 3.39 µM; 0.99% of 340,000 active; AID 492956, 2010;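 active means inhibition above the mean over all tested compounds plus 3 SD, cut at about 30% in these data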;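 further: inhibitors block probe labeling of enzyme so polarization drops; 0% = enzyme with DMSO and 100% = wells lacking PAFAH2 protein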
GSTO1 counter = inhibitors of recombinant GSTO1, primary screen, counter-screen for RBBP9 inhibitor project, biochemical, fluorescence polarization. Glutathione S-transferase omega-1 (Homo sapiens), P78417. activity-based probe fluorescence polarization. inhibition, % at 5.96 µM. 1.1% of 300,000 active. AID 1974, 2009;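 active means inhibition above the campaign mean inhibition plus 3 SD, cut at about 35% in these data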;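 further: 0% = GSTO1-1 with DMSO and 100% = wells lacking GSTO1-1 enzyme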
Target sequence (P78417 whole entry, looked up): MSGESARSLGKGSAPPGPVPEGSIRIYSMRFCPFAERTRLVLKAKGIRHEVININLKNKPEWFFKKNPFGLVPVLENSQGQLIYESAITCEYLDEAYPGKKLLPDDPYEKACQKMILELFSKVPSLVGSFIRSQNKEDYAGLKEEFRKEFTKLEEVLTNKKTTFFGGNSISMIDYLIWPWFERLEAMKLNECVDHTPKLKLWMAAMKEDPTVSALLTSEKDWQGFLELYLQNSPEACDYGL
LYPLA2 inh = LYPLA2 inhibitors, primary screen, counter-screen for PME1 inhibitor project, biochemical, fluorescence polarization, FP-Rh probe ABPP. inhibition, % at 5.9 µM. Acyl-protein thioesterase 2 (Homo sapiens), O95372. recombinant LYPLA2. 0.38% of 320,000 active;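 active means inhibition above the screen-wide mean plus 3 SD, limit set per campaign, cut at about 26% in these data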;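 further: 0% = LYPLA2 with DMSO and 100% = wells lacking LYPLA2 enzyme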
* = called active by the depositor; · = no result given. These rows are one share of the data; rates above refer to the full screens.

Values in the order – GSTO1 counter, LYPLA1 inh, LYPLA2 inh, PREPL inh, PAD4 inh, PAFAH2 FP inh, ZTA DNA inh, PAFAH1B3 inh, EBNA-1 inh
- COC(=O)c1cc(-c2ccc(OC)c(OC)c2)on1
→ 2, -1, 0, 2, 0, -2, -23, 5, -10
- CC(=O)Nc1ccc(NC(=O)Nc2ccc(C)c(C)c2)cc1
→ 3, 2, 8, 6, -2, 0, 17, 3, -5
- Cc1ccc(S(=O)(=O)NC(CC(C)C)C(=O)N2CCOCCOCCOCCOCC2)cc1 (stereo not drawn)
→ -4, -3, -1, 3, -2, 0, -6, 0, -4
- CC(C)(C)c1cc(C(=S)N2CCN(CCO)CC2)cc(C(C)(C)C)c1O
→ 2, -4, -5, 3, 0, -3, 2, 1, 4
- Cc1[nH]c(=S)c(C#N)c(C)c1CCC#N
→ 14, -2, -3, -1, -2, -2, 3, 11, -7
- CCCn1cc(C(=O)N(C)C2CCCN(Cc3ccccc3F)C2)c(C)n1 (stereo not drawn)
→ -4, -1, 1, 3, -5, 0, 6, 3, -1
- C/C(=N\Nc1nc2ccccc2[nH]1)c1ccc(Cl)s1
→ -7, 6, 2, 43, -1, 0, -10, 5, -12
- CCCCOC(=O)c1ccc(NC(=S)N2CCN(c3ncc4c(=O)c(C(=O)O)cn(CC)c4n3)CC2)cc1
→ -12, -4, -5, -3, -4, 1, -7, 6, -17
- COc1ccc(Cc2nnc(SCc3nc4ccccc4c(=O)[nH]3)o2)cc1
→ -37, 2, -2, 3, 1, 7, -5, 5, 5
- CCC(C)C(=O)Nc1nc(-c2ccc3c(c2)NC(=O)CO3)cs1 (stereo not drawn)
→ -11, -2, -1, 10, -3, 15, 8, 12, -16
- O=C(Nn1cnc2ccccc2c1=O)c1ccc([N+](=O)[O-])cc1
→ 9, -2, -3, 3, -11, -1, 1, 10, 6
- Cc1ccc(/C=N/NC(=O)c2nnn(-c3nonc3N)c2-c2cccs2)cc1
→ 2, -3, 8, 3, -1, 6, 14, 0, 5
- CCCCCCCC(=O)OCC(COC(=O)CCCCCCC)OC(=O)CCCCCCC
→ ·, 1, 7, 1, -7, 4, -6, 11, ·
- Cc1nc(N2CCN(S(=O)(=O)c3ccccc3C#N)CC2)c2c(-c3ccccc3)csc2n1
→ ·, -5, 8, -30, 0, -3, -14, -2, ·
- COc1cccc(/C=C2\SC(=S)N(N3CCOCC3)C2=O)c1OC
→ -1, 0, 1, 0, -1, 15, 11, 4, 3
- Cc1cc(C(=O)CSc2nnc(-c3ccc(Cl)cc3)n2CC2CCCO2)c(C)n1C (stereo not drawn)
→ 2, -4, 2, 18, -2, 9, 17, 5, -9
- Cc1ccc(NC(=O)N2CCCN(Cc3ccc(F)cc3)C2)cc1C
→ -5, -1, 8, 15, 3, -3, 19, 4, 4
- O=C(CS(=O)(=O)Nc1ccc(F)cc1Cl)Nc1ccc(F)cc1Cl
→ 2, 3, 3, 17, 1, 9, 2, 9, 5
- Clc1cccc(N2CCN(Cc3nnc(-c4ccccc4)o3)CC2)c1
→ 1, 5, 8, 15, -4, 5, -5, -1, -1
- O=C(Cn1nnc(-c2ccccc2NC(=O)c2ccccc2)n1)Nc1ccc2c(c1)OCCO2
→ -5, -5, -2, 5, -1, -12, 10, 6, 61*
- Nc1nc(NCCO)nc(NCC2CCCO2)c1[N+](=O)[O-] (stereo not drawn)
→ -2, 6, 3, -3, 6, 2, -2, 1, -7
- CCn1c(C(=O)O)c(CC(=O)NC2CCCCCC2)c2ccccc21
→ -3, 0, 3, 5, -3, 0, -12, 4, -2
- Cc1occc1C(=O)NNC(=O)c1ccc(Br)o1
→ -5, 2, -3, 14, -6, -2, -1, 2, -3
- CCn1cc(CNC(=O)CSc2nc(-c3ccc(OC)c(OC)c3)cc(C(F)(F)F)n2)c(C)n1
→ -11, 2, 6, 3, -2, 1, -4, -4, -3
- COc1cc([N+](=O)[O-])ccc1NC(=O)C1C2C=CC(C2)C1C(=O)O (stereo not drawn)
→ 5, 0, 2, 5, 1, 3, -3, 0, -4
- CCOC(=O)C(NC(=O)C1CCCN1C(=O)OCc1ccccc1)C(=O)OCC (stereo not drawn)
→ -5, 1, -2, 9, 0, -5, -1, 9, -14
- CCOC(=O)N1CCN(c2c(NCc3ccc(N(C)C)cc3)c(=O)c2=O)CC1
→ 9, -4, 2, 18, 2, -2, 11, 2, 5
- COc1ccccc1Nc1nc(N)nc(CSC(=S)N2CCCCC2)n1
→ 2, -1, 2, 9, 4, 37*, -4, 2, 1
- COCCOCCn1c(CCCO)nc2ccccc21
→ -1, 1, 7, 0, -6, 5, 7, 8, 2
- CCOc1cc(C(=S)N2CCCCC2)ccc1OS(=O)(=O)c1ccc(Br)cc1
→ -2, 3, 2, 1, 3, -3, -9, 11, -7

Printed as active in PAFAH2 FP inh, among the entries above:
| structure | PREPL inh | PAD4 inh | PAFAH2 FP inh | PAFAH1B3 inh | EBNA-1 inh |
| --- | --- | --- | --- | --- | --- |
| COc1ccccc1Nc1nc(N)nc(CSC(=S)N2CCCCC2)n1 | 9 | 4 | 37* | 2 | 1 |

Record cards, as listed above. Values in the order: GSTO1 counter, LYPLA1 inh, LYPLA2 inh, PREPL inh, PAD4 inh, PAFAH2 FP inh, ZTA DNA inh, PAFAH1B3 inh, EBNA-1 inh
COc1ccc(Cc2nnc(SCc3nc4ccccc4c(=O)[nH]3)o2)cc1 as listed: -37, 2, -2, 3, 1, 7, -5, 5, 5
Cc1cc(C(=O)CSc2nnc(-c3ccc(Cl)cc3)n2CC2CCCO2)c(C)n1C (stereo not drawn) as listed: 2, -4, 2, 18, -2, 9, 17, 5, -9

Next results follow.
Values in the order – GSTO1 counter, LYPLA1 inh, LYPLA2 inh, PREPL inh, PAD4 inh, PAFAH2 FP inh, ZTA DNA inh, PAFAH1B3 inh, EBNA-1 inh
- C/C(=N/NC(=O)CCc1ccccc1)c1ccco1
→ 6, 1, 0, -7, -4, 5, -3, -12, 5
- CCCCC[C@H](O)/C=C/[C@H]1CCC(=O)[C@@H]1CCCCCCC(=O)N1CCCCC1CO (stereo partly drawn)
→ -2, 1, 3, -1, -3, -9, -11, 6, -15
- CC(=O)c1ccc(-n2nnnc2SCC(=O)Nc2sc(C)c(C)c2C#N)cc1
→ 7, -5, -3, 7, -3, 2, -14, -5, 8
- Cc1ccc(NC(=O)CNC(=O)c2cccs2)cc1S(=O)(=O)Nc1ccc(Cl)cc1
→ -5, -15, -22, -22, -10, -1, -6, -10, 1
- CC(=O)c1ccc(N2C(=O)CC(N3CCN(S(=O)(=O)c4ccc(C)c(C)c4)CC3)C2=O)cc1 (stereo not drawn)
→ ·, ·, ·, 8, -1, 9, ·, 6, ·
- Cc1sc2ncnc(SCC(=O)N3CCCCC3)c2c1C
→ -4, 3, 5, 18, 4, -2, -7, 4, 3
- Cc1cccc(C)c1NS(=O)(=O)c1ccc(OCCNS(C)(=O)=O)cc1
→ -4, 1, 6, 9, 3, 5, 8, -2, 3
- COc1ccccc1Nc1nc(-c2ccc([N+](=O)[O-])cc2)nc2ccccc12
→ 7, 0, 4, -1, -2, -10, -11, 0, 5
- COc1ccc(CNC(=O)C2CCCN(S(=O)(=O)c3ccc4c(c3)C(C)(C)C(=O)N4C)C2)cc1 (stereo not drawn)
→ 2, -2, -2, 0, -2, -1, 0, 9, 6
- CN(Cc1c(F)cccc1Cl)c1nnnn1-c1ccccc1
→ 3, -4, -1, -18, -2, -5, 10, 8, -5
- CCOCCn1ccc2c(OCC(=O)Nc3ccccc3F)cccc2c1=O
→ 8, -2, -3, 8, 1, 4, 11, 8, -6
- CC1CN=C(N(C(=S)Nc2ccccc2)c2cccc(C(F)(F)F)c2)S1 (stereo not drawn)
→ 9, -2, -5, 3, -4, ·, -9, ·, -15
- CN(CCC(=O)Nc1ccc2c(c1)OCO2)Cc1ccccc1
→ -3, 1, 3, 13, -2, 1, 3, 12, -12
- CC(=O)CC(CC(=O)NC1CCCCC1)c1ccccc1 (stereo not drawn)
→ 6, -2, 2, 2, 0, 0, 11, 5, 3
- CC1CCC2(CC1)NC(=O)N(Cc1nnc(-c3cccs3)o1)C2=O (stereo not drawn)
→ 2, -1, -1, 12, -4, -2, -13, -1, -15
- CCC1CSC(Nc2ccc(C(=O)/C=C/c3ccc(Oc4ccccc4)cc3)cc2)=N1 (stereo not drawn)
→ -12, -26, -40, -3, -2, -30, -9, -21, -18
- CCCCC(NC(=O)COc1cc2c(c3oc(=O)cc(C)c13)CCC(C)(C)O2)C(=O)O (stereo not drawn)
→ -2, 3, 5, -7, 1, 8, -11, 11, -7
- CCCc1cc(C(=O)Nc2nnc(C)s2)cs1
→ -8, 2, 11, 4, 1, 1, -8, 6, -1
- CC(C)c1ccc(NC2CCCN(C(=O)c3cccc4nccnc34)C2)cc1 (stereo not drawn)
→ 1, -2, -1, 15, 3, 1, -6, 0, -7
- c1ccc2c(CSCCc3ccncc3)cccc2c1
→ -5, 5, 8, 24, -1, -1, 20, 3, 1
- CC(C)CCN1CCN(CC(c2ccccc2)c2ccccc2)CC1CCO (stereo not drawn)
→ -7, -1, 0, 4, 5, -2, 5, 3, 4
- CC1(C)N=C(N)N=C(N)N1c1cccc(C(=O)O)c1
→ 7, -1, -1, 0, -1, 0, -6, 5, 1
- O=C(c1ccc(Cl)cc1)C1CCN(CC(=O)N2CCCCC2)CC1
→ 3, 0, -4, 8, 1, 6, 2, -7, 3
- Cc1ccc(-n2c(C)nnc2SC(C)C(=O)N2CCCC2)cc1 (stereo not drawn)
→ -1, 3, 0, 3, -2, 11, 21, 4, 5
- O=C(NC(=S)Nc1ccc(S(=O)(=O)Nc2ncccn2)cc1)c1cccc(Br)c1
→ 6, 0, 8, 1, -5, 6, -4, 5, 0
- COc1cccc(-c2cc(C(F)(F)F)nc(N3CCCCC3)n2)c1
→ -1, -1, 4, -4, -4, -3, 26, 2, 0
- COc1ccccc1OCCOc1ccc(/C=N/n2cnnc2)cc1
→ 5, 0, 1, 1, -2, 5, 8, 7, 7
- Cc1ccc(C(=O)NCCNS(=O)(=O)c2ccccc2[N+](=O)[O-])cc1
→ 3, 1, 3, 12, 0, 4, 3, -6, -3

Among those listed so far, 3 contain an NH in an aromatic ring:
Values in the order – GSTO1 counter, LYPLA1 inh, LYPLA2 inh, PREPL inh, PAD4 inh, PAFAH2 FP inh, ZTA DNA inh, PAFAH1B3 inh, EBNA-1 inh
- Cc1[nH]c(=S)c(C#N)c(C)c1CCC#N
→ 14, -2, -3, -1, -2, -2, 3, 11, -7
- C/C(=N\Nc1nc2ccccc2[nH]1)c1ccc(Cl)s1
→ -7, 6, 2, 43, -1, 0, -10, 5, -12
- COc1ccc(Cc2nnc(SCc3nc4ccccc4c(=O)[nH]3)o2)cc1
→ -37, 2, -2, 3, 1, 7, -5, 5, 5

Bioassay records deposited in PubChem BioAssay by The Scripps Research Institute Molecular Screening Center.
